# High-throughput results (PubChem BioAssay)
# PAFAH2 FP inh – PAFAH2 (human) inhibition. inhibition, % at 3.39 µM. AID 492956. recombinant PAFAH2, FP-rhodamine activity probe, fluorescence polarization. hit rate 0.99% among 340,000. Q99487;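 active = inhibition above the mean over all tested compounds plus 3 SD, cut at about 30% in these data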;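 note: inhibitors block probe labeling of enzyme so polarization drops; 0% = enzyme with DMSO and 100% = wells lacking PAFAH2 protein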
# pPAFAH inh – inhibitors of human plasma PAF acetylhydrolase (pPAFAH); Q13093; recombinant pPAFAH, FP-rhodamine probe fluorescence polarization; inhibition, % at 3.39 µM; hit rate 1.5% among 330,000; AID 463082;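 active = inhibition above the mean inhibition across the screen plus 3 SD, cut at about 25% in these data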;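 note: inhibitors block binding of the rhodamine activity-based probe so polarization drops; 0% = enzyme with DMSO and 100% = wells lacking pPAFAH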
# GSTO1 counter – counter-screen for RBBP9 inhibitors: inhibitors of human GSTO1 | AID 1974 | recombinant GSTO1, activity-based probe fluorescence polarization | hit rate 1.1% among 300,000 | P78417 | inhibition, % at 5.96 µM;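 active = inhibition above the campaign mean inhibition plus 3 SD, cut at about 35% in these data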;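 note: 0% = GSTO1-1 with DMSO and 100% = wells lacking GSTO1-1 enzyme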
# Target sequence (P78417 whole entry, looked up): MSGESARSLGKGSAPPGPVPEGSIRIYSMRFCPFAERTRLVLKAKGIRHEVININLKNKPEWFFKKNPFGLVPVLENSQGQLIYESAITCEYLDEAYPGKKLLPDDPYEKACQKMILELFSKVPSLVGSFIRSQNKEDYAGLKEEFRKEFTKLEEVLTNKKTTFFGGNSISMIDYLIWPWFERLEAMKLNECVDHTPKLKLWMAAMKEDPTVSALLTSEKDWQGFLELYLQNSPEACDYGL
# PAFAH1B2 inh – inhibitors of human PAFAH1B2; recombinant PAFAH1B2, FP-rhodamine activity probe, fluorescence polarization; hit rate 1.2% among 340,000; inhibition, % at 3.39 µM; P68402;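 active = inhibition above the mean of all tested compounds plus 3 SD, cut at about 24% in these data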;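 note: 0% = enzyme with DMSO and 100% = wells lacking PAFAH1B2; many of its hits are not listed in these tables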
# Target sequence (P68402 whole entry, looked up): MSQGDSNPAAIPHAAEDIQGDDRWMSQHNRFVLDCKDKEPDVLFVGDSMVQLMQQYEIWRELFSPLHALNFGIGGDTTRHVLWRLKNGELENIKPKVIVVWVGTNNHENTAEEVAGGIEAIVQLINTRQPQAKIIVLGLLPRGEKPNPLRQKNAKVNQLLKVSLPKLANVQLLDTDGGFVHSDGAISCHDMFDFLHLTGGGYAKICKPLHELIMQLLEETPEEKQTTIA
# PME-1 primary – PME-1 (human) inhibition. inhibition, % at 5.9 µM. Q9Y570. recombinant PME-1, FP-Rh probe fluorescence polarization. hit rate 0.53% among 320,000;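 active = inhibition above the campaign mean of all compounds plus 3 SD, cut at about 26% in these data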;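 note: competitive labeling of PME-1 active site by serine hydrolase directed probe; 0% = PME-1 with DMSO and 100% = wells lacking PME-1 enzyme; inhibitors block probe labeling so polarization falls and inhibition rises; many of its hits are not listed in these tables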
# LYPLA2 counter – counter-screen for PME1 inhibitors: inhibitors of human LYPLA2 | inhibition, % at 5.9 µM | AID 2177 | hit rate 0.38% among 320,000 | O95372 | recombinant LYPLA2, FP-Rh probe fluorescence polarization;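 active = inhibition above the screen-wide mean plus 3 SD, limit set per campaign, cut at about 26% in these data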;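 note: 0% = LYPLA2 with DMSO and 100% = wells lacking LYPLA2 enzyme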
# Target sequence (O95372 whole entry, looked up): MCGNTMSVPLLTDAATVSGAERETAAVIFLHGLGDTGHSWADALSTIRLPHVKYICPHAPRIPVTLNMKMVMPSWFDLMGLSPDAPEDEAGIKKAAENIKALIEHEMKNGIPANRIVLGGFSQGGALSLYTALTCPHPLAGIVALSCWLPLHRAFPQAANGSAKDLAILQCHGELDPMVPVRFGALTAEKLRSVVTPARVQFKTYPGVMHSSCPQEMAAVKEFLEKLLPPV
# PAD4 inh – blocks human protein arginine deiminase 4; inhibition, % at 6.36 µM; hit rate 0.41% among 330,000; Q9UM07; recombinant PAD4, RCA probe fluorescence polarization;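 active = percent inhibition above a cutoff equal to the mean of all tested compounds plus 3 SD, cut at about 15% in these data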;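 note: 0% = PAD4 with RCA probe and DMSO and 100% = probe without PAD4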
# PAFAH1B3 inh – PAFAH1B3 (human) inhibition. Q15102. recombinant PAFAH1B3, FP-rhodamine probe, fluorescence polarization. inhibition, % at 3.39 µM. hit rate 0.28% among 340,000. AID 492972;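 active = inhibition above the screen-wide average of all tested compounds plus 3 SD, cut at about 25% in these data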;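 note: 0% = enzyme with DMSO only and 100% = wells lacking PAFAH1B3 protein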
# LYPLA1 counter – counter-screen for PME1 inhibitors: inhibitors of human LYPLA1. inhibition, % at 5.9 µM. recombinant LYPLA1, FP-Rh probe fluorescence polarization. AID 2174. O75608. hit rate 0.16% among 320,000;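 active = inhibition above the mean of all tested compounds plus 3 SD, set per campaign, cut at about 14% in these data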;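 note: inhibitors block serine hydrolase probe labeling of LYPLA1 so polarization falls; 0% = enzyme with DMSO and 100% = wells lacking LYPLA1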
# Target sequence (O75608 whole entry, looked up): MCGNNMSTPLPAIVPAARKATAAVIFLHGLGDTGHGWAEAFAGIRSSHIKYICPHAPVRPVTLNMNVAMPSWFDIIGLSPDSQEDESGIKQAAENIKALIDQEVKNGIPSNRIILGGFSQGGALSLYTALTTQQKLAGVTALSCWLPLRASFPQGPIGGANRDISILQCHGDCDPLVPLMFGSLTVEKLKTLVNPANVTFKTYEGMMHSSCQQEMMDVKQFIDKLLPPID
# The depositor's hits bear a star; . = no result given. An excerpt; count on the stated rates, not on these rows.
# Preview, 4 compounds:
SMILES,PAFAH2 FP inh,pPAFAH inh,GSTO1 counter,PAFAH1B2 inh,PME-1 primary,LYPLA2 counter,PAD4 inh,PAFAH1B3 inh,LYPLA1 counter
COc1ccccc1N1CCN(C(=O)c2ccc(N(C)S(=O)(=O)c3ccccc3)cc2)CC1,6,8,3,1,5,4,0,2,1
CCOC(=O)c1sc(NC(=O)Cn2nnc3sc4c(c3c2=O)CCC(C(C)(C)C)C4)nc1C (stereo not given),-3,2,-8,-3,-24,-23,0,4,-14
CN(C)S(=O)(=O)c1cccc(N=C2NN=C(c3ccccc3)CS2)c1,.,-1,8,.,10,0,0,.,-5
O=C(Cc1ccc(Cl)cc1)Nc1ccccc1C(=O)Nc1ccc(C(=O)O)cc1,6,4,-1,-1,-3,2,-4,6,-1

# This part in full, previewed entries included:
SMILES,PAFAH2 FP inh,pPAFAH inh,GSTO1 counter,PAFAH1B2 inh,PME-1 primary,LYPLA2 counter,PAD4 inh,PAFAH1B3 inh,LYPLA1 counter
COc1ccccc1N1CCN(C(=O)c2ccc(N(C)S(=O)(=O)c3ccccc3)cc2)CC1,6,8,3,1,5,4,0,2,1
CCOC(=O)c1sc(NC(=O)Cn2nnc3sc4c(c3c2=O)CCC(C(C)(C)C)C4)nc1C (stereo not given),-3,2,-8,-3,-24,-23,0,4,-14
CN(C)S(=O)(=O)c1cccc(N=C2NN=C(c3ccccc3)CS2)c1,.,-1,8,.,10,0,0,.,-5
O=C(Cc1ccc(Cl)cc1)Nc1ccccc1C(=O)Nc1ccc(C(=O)O)cc1,6,4,-1,-1,-3,2,-4,6,-1
Cc1ccc(C2(c3ccccc3)NC(=O)N(CC(=O)NC3(C#N)CCCC3)C2=O)cc1C (stereo not given),7,9,.,1,21,2,0,12,-1
COc1ccccc1CNC(=O)COC(=O)Cc1cccc(F)c1,0,20,.,3,1,-3,-2,3,-1
Cc1nn(-c2ccc(Cl)cc2)c(N)c1C(O)(CSc1nccn1C)C(F)(F)F (stereo not given),-3,3,-6,2,-6,-1,-6,-2,2
CC(C)(C)c1ccc(/C=C(\C#N)C(=O)NC2CC2)cc1,.,5,2,.,2,1,1,.,-1
CCCOc1ccc(CSc2n[nH]c(C)n2)cc1,0,-2,11,2,5,-1,-1,8,1
CC(=O)c1c(C)[nH]c(C(=O)Nc2ccc(C)cc2Br)c1C,-4,0,-5,6,0,2,4,6,-4
CN(C(=O)c1cccc(NC(=O)C2CCCN(C(=O)OC(C)(C)C)C2)c1)C1CCCC1 (stereo not given),0,6,.,2,.,.,3,13,.
COc1ccc(NC(=O)CSc2nc3c(c(=O)n(C)c(=O)n3C)n2C)c(OC)c1,5,1,10,-1,-3,4,2,1,2
NC(=O)Cc1nc(-c2ccc(F)cc2)cs1,-4,-3,0,5,-4,-4,-2,-2,-2
O=C(CN1CCN(C(=O)c2ccco2)CC1)N1CCc2[nH]c3ccccc3c2C1,.,2,7,.,1,1,-2,.,-1
O=C(CCc1c[nH]c2ccccc12)N1CCN(c2ccc(F)cc2)CC1,1,2,-3,12,-6,-3,-3,14,4
O=C(COC(=O)Cc1ccsc1)Nc1ccc(F)cc1Cl,-4,29*,.,-2,-3,1,0,4,-1
Cc1ccnc(NC(=O)Nc2ccc3c(c2)N(C)C(=O)CS3)c1,-3,3,-1,-1,-5,-16,-5,-2,-9
CCOc1ccc(C2C(C#N)=C(N)Oc3cc(C)[nH]c(=O)c32)cc1OC (stereo not given),6,5,3,5,-8,-2,2,5,-2
COC(=O)c1ccc(C2C(Oc3ccccc3)C(=O)N2CCc2ccc(F)cc2)cc1 (stereo not given),-2,6,4,1,3,3,-2,4,-3
FC(F)(F)c1cccc(Cn2nnnc2-c2cccc(C(F)(F)F)c2)c1,16,-2,4,8,6,-7,4,-4,1
Cc1ccc(-c2csc(Nc3ccc(S(N)(=O)=O)cc3)n2)o1,3,9,-1,3,1,-10,-6,6,-8
COc1cccc2sc(Nc3nc(C)c(C(C)=O)s3)nc12,8,4,-5,3,5,2,5,9,2
O=C(CCNS(=O)(=O)c1cccs1)N1CCN(c2ccc(F)cc2)CC1,1,8,9,-1,-2,-1,2,-1,3
CC1(C)CC(=O)C2=C(C1)NC(Nc1nc3ccccc3o1)=NC21CCCCC1,4,0,4,4,0,2,4,6,9
CCCCCCCCS(=O)CCC(=O)O (stereo not given),1,-1,3,7,1,0,-2,10,-2

# Whole records, looked up by structure. Order of screens: PAFAH2 FP inh | pPAFAH inh | GSTO1 counter | PAFAH1B2 inh | PME-1 primary | LYPLA2 counter | PAD4 inh | PAFAH1B3 inh | LYPLA1 counter
# `COc1cccc2sc(Nc3nc(C)c(C(C)=O)s3)nc12` is listed as 8 | 4 | -5 | 3 | 5 | 2 | 5 | 9 | 2
# `CC1(C)CC(=O)C2=C(C1)NC(Nc1nc3ccccc3o1)=NC21CCCCC1` is listed as 4 | 0 | 4 | 4 | 0 | 2 | 4 | 6 | 9
# `COC(=O)c1ccc(C2C(Oc3ccccc3)C(=O)N2CCc2ccc(F)cc2)cc1` (stereo not given) is listed as -2 | 6 | 4 | 1 | 3 | 3 | -2 | 4 | -3
# `COc1ccccc1CNC(=O)COC(=O)Cc1cccc(F)c1` is listed as 0 | 20 | . | 3 | 1 | -3 | -2 | 3 | -1

# More results follow:
SMILES,PAFAH2 FP inh,pPAFAH inh,GSTO1 counter,PAFAH1B2 inh,PME-1 primary,LYPLA2 counter,PAD4 inh,PAFAH1B3 inh,LYPLA1 counter
Cc1cccc(N2CCN(c3ccc(N4C(=O)CCCC4=O)cc3[N+](=O)[O-])CC2C)c1 (stereo not given),2,3,-7,-3,-7,11,-3,1,7
CCN1CCc2c(OCC(=O)N3CCc4ccccc43)cccc2C1=O,.,-1,1,.,0,4,-4,.,1
Cc1cc2nc(C)c(=O)n(C)c2cc1C,9,2,-1,5,3,0,1,3,0
COc1c(CC=C(C)C)c(O)cc2oc(=O)c3c4ccc(O)cc4oc3c12,.,19,-44,.,22,-3,4,.,-9
CCOc1cccc(-c2nnc3sc(COc4ccc(OC)cc4)nn23)c1,-13,-2,-1,-4,-12,12,-7,1,1
CCCCN(C)C(=S)Nc1ccsc1C(=O)OC,3,-4,-7,4,-3,2,5,4,-4
Cc1ccc(-c2nc(SC(C)C(=O)N3CCOCC3)n[nH]2)cc1 (stereo not given),-3,3,1,-6,-2,3,5,2,-1
CCOC(=O)c1nc(C)sc1-c1ccnn1S(=O)(=O)c1cccc(Cl)c1,-5,10,12,9,17,-3,-1,6,-4
CCOC(=O)C1=C(C)NC(SCC(=O)Nc2nc(C)cs2)=C(C#N)C1c1cccs1 (stereo not given),.,6,0,.,2,-2,-4,.,-6
Cc1c(CC(=O)NCCCC(=O)O)c(=O)oc2c(C)c3oc4c(c3cc12)CCCC4,9,6,3,3,-1,-9,1,1,-7
CCC(C)C(NC(=O)c1ccc(Cl)cc1)C(=O)O (stereo not given),3,5,-4,3,-5,-6,-5,1,5
COC(=O)c1c(NS(=O)(=O)c2cccs2)sc2c1CCCC2,14,11,6,7,14,3,-2,-2,-1
Cc1ccc(C)c(N2CC(C(=O)OCC(=O)Nc3cc(C)on3)CC2=O)c1 (stereo not given),10,4,4,0,6,-3,-2,-2,0
O=C(CC1SC(=NCc2ccccc2)NC1=O)Nc1ccccc1 (stereo not given),-2,-1,-4,4,3,3,-2,-5,1
CCOC(=O)c1ccc(NC(=O)CSc2ccc(-c3ccccn3)nn2)cc1,7,-2,5,-1,1,5,-2,5,-1
O=C(CCCCn1c(=O)c2ccccc2n(Cc2ccc(F)cc2)c1=O)NCc1ccco1,0,7,-4,1,-1,0,0,0,-3
CCOC(=O)c1nn(-c2sc(C(=O)OC)c(C)c2C(=O)OC)cc1O,4,9,-13,5,2,9,6,2,3
O=c1[nH]c(CSc2nnc3ccccn23)nc2cc(C(F)(F)F)ccc12,.,3,-2,.,1,6,1,.,8
CC(C)(C)c1nc(CN2CCOCC2)cc(CN2CCOCC2)c1O,6,1,0,-3,0,-5,-2,1,-1
CC1(C)CC(=O)C2=C(C1)OC(N)=C(C#N)C2c1cccs1 (stereo not given),10,1,0,3,-5,3,-1,8,-2
O=C1NC(=O)/C(=C/C(=O)N2CCOCC2)S1,-3,-2,1,2,0,7,1,-2,0
CC1=C(C(=O)OCC(C)C)C(c2ccccc2Cl)NC(=O)N1C (stereo not given),-4,5,1,3,-4,-8,-2,6,3
Cc1cc(-c2ccccc2)nc2oc(C(=O)NN)c(N)c12,7,12,2,2,12,-4,-9,11,-5
Cc1ccc(C2CC(=O)NC(SCC(N)=O)=C2C#N)s1 (stereo not given),1,1,4,6,2,8,1,9,3
O=C(COc1ccc2ccccc2c1)NNC(=O)Nc1ccccc1F,-19,1,0,-2,-5,-6,-3,-2,-4
SMILES,PAFAH2 FP inh,pPAFAH inh,GSTO1 counter,PAFAH1B2 inh,PME-1 primary,LYPLA2 counter,PAD4 inh,PAFAH1B3 inh,LYPLA1 counter
CC1CCCCC1NC(=O)COc1ncnc2sccc12 (stereo not given),3,-3,.,0,-1,-5,3,3,-4
CCOC(=O)C1CCCN(C(=O)c2[nH]c3ccc(OC)cc3c2C)C1 (stereo not given),4,-1,7,7,0,-1,-2,5,1
Cc1ccc(-c2nnc(SCC(=O)N3CCCC3)o2)cc1C,-8,0,-1,1,-7,2,4,0,1
COc1ccc([C@@H]2Sc3cc(OC)ccc3N(CCN(C(C)C)C(C)C)C(=O)[C@H]2OC(C)=O)cc1,3,-4,-3,5,4,6,-4,1,-3
CCc1ccc(C(=O)Nc2ccc3c(c2)n(C)c(=O)n3C)cc1,-10,1,6,5,1,3,-2,-5,1
COCCn1c(SCC(=O)NC2CCCC2)nnc1C(C)C,3,0,2,-1,-3,-6,-3,-1,-2
O=C(Nc1c(-c2ccccc2)nc2ccccn12)c1cccc(F)c1,0,-4,-3,3,-1,-7,2,2,0
CC(=O)c1sc(NC(=O)c2ccc(Br)o2)nc1C,6,3,-12,1,3,7,8,9,-1
O=C(Nc1ccc(NC(=S)NC(=O)C(c2ccccc2)c2ccccc2)cc1)c1ccccc1,-48,-25,-12,-32,-75,-92,-3,-71,-47
Cc1cc(Cl)ccc1OCC(=O)NCC(=O)N/N=C/c1ccco1,4,-2,-2,2,-2,-3,-2,2,-4
O=C(CCCN1C(=O)c2cccc3cccc(c23)C1=O)N1CCN(Cc2ccc3c(c2)OCO3)CC1,-8,5,5,4,-5,64*,0,-1,8
Cc1nc2sc(C(N)=O)c(N)c2c(C)c1CC(=O)c1ccccc1,1,4,9,3,-2,7,6,7,2
